# Bioassay records from PubChem.
# F508del corr: F508del CFTR correction, initial screen, CFBE line, single point | CFBE cells, YFP halide quenching; stimulated with forskolin plus potentiator P3; % fluorescence drop versus neutral controls | 0.36% of 350,000 active | AID 720511, 2013 | activity (quench increase), % at 7.58 µM;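 active means mean added fluorescence quench of at least 8% versus neutral control, with both replicates also reaching 8%; inconclusive means only one of the mean or replicate conditions met; inactive means mean below 8% and not both replicates reaching 8%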;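 further: cells transiently co-express mutant CFTR-F508del with the halide-sensitive YFP; corrector assay measuring rescue of mutant channel to the surface after 24 h compound exposure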
# ERp5 block: inhibitors of ERp5-driven insulin aggregation, primary screen, biochemical, turbidity, absorbance 650 nm, single point | AID 651711, 2012 | inhibition, % at 9.99 µM | Protein disulfide-isomerase A6 (Homo sapiens), Q15084 | 0.05% of 350,000 active | 90 min;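 active means mean replicate inhibition above about 25%, with every replicate also reaching it, limit read from the data, passing the limit was not always enough; inconclusive means only one of those two criteria met; inactive means neither criterion met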
# Target sequence (Q15084 whole entry, looked up): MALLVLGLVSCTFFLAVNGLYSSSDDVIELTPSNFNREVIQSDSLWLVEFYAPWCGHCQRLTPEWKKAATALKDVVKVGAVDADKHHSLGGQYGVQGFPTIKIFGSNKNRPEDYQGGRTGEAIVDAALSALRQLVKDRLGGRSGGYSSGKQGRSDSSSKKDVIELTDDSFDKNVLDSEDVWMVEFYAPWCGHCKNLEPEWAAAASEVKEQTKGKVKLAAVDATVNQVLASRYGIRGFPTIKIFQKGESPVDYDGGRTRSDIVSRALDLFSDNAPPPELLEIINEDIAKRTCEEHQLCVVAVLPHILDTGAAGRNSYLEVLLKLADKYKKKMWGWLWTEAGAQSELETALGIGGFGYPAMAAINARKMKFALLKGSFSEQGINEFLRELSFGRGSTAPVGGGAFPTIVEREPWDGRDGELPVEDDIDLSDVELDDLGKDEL
# INS-1E GSIS act: GLuc luminescence reporter in INS-1E cells, primary screen for activators of glucose-dependent secretion of insulin | INS-1E GLuc reporter insulin secretion, 2-3 h | activation, % at 16.6 µM | 0.61% of 370,000 active | AID 743287, 2014;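 active means lowest replicate activation of at least 40%, so every replicate reaches that level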;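 further: 0% = median of neutral control wells and 100% = median of IBMX positive control wells; some compounds called inactive have numbers as strong as hits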
# XiGFP reactiv: activators of inactive X chromosome reactivation, primary screen, imaging, XiGFP fibroblasts, GFP high-content imaging, set 2; XiGFP mouse fibroblasts, % GFP-positive cells imaging, 3 d; cells co-treated with 5-aza-dC sensitizer; scaled so ellipticine positive control = 100%; activation, % at 7.58 µM; 0.055% of 360,000 active;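 active means mean normalized replicate activation at least 10% and every replicate at or above 10%; inconclusive means only one of the two criteria met; inactive means mean below 10% and not all replicates reach 10%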;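 further: 0% = median of on-plate neutral control wells and 100% = ellipticine 6 µM median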
#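 Material: XiGFP fibroblasts, SV40-immortalized; Buffer or medium: DMEM containing 5-aza-dC; Compound dosing: single point; Times: 3 days compound exposure.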
# ARNT-TACC3 inh: disruptors of ARNT/TACC3 protein interaction, primary screen, biochemical, AlphaScreen, single concentration | inhibition, % at 9.99 µM | 0.66% of 390,000 active | AlphaScreen His-ARNT PAS-B/GST-TACC3 binding, luminescence; TACC3 fragment carries E629A point mutation | Transforming acidic coiled-coil-containing protein 3 (Homo sapiens), Q9Y6A5;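 active means mean inhibition of replicates at least 50% and at least half of replicates each reaching 50%; inconclusive means half or more replicates reach 50% but mean below 50%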;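 further: 0% = complete ARNT plus TACC3 wells and 100% = ARNT alone without TACC3; many hits fall short of the cut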
# DENV2 CPE rescue: inhibitors of DENV2 cytopathic effect, primary screen, cell-based, plate reader, single concentration; DENV2-infected cells, cytopathic effect rescue; CPE inhibition, % at 9.99 µM; 1.7% of 350,000 active; AID 651640, 2012; in the data active means CPE inhibition above about 20%, passing the limit was not always enough; inconclusive means no clear call, values can overlap the other calls; tested in BHK-21 cells;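 further: 0% = median of neutral control wells and 100% = median of positive control wells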
# PAX8 inh HTS: inhibitors of PAX8-driven TPO luciferase reporter, primary screen, RMG-I cells, single concentration; SteadyGlo, 24 h; inhibition, % at 12.6 µM; 1.2% of 360,000 active; AID 652154, 2013;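 active means mean replicate inhibition at least 60% with every replicate also reaching 60%; inconclusive means only one of the two criteria is met; inactive means mean below 60% and not all replicates reaching 60%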;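 further: luciferase light reporting Pax8 driven TPO promoter activity; plate controls were median of neutral control wells for no effect and mitoxantrone controls for full effect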
# EWS-Fli block: EWS/Fli-driven NR0B1 reporter inhibitors, primary screen, A673 cells, NR0B1 luciferase, luminescence, MLPCN library. viability-normalised. inhibition, % at 12.6 µM. 0.67% of 350,000 active. AID 651661, 2012;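 active means mean inhibition of at least 50% after viability correction, with every replicate also passing that limit; inconclusive means mean reaches 50% but only one of two replicates passes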;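 further: firefly luciferase signal divided by Alamar Blue viability fluorescence both relative to DMSO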
# The depositor's hits bear a star; ? = inconclusive; / = no result given.
SMILES,F508del corr,ERp5 block,INS-1E GSIS act,XiGFP reactiv,ARNT-TACC3 inh,DENV2 CPE rescue,PAX8 inh HTS,EWS-Fli block
C/C=C/C(=O)NCCc1ccc(OC)c(OC)c1,/,-1,13,-0.1,1,6,-14,-7
C[C@H](NC(=O)c1ccccc1)C(=O)N1CCN(c2ccccc2)CC1,-0.1,2,-4,0.0,0,3,-8,-6
Cc1ccc(S(=O)(=O)N[C@H]2C=C[C@@H](CC(=O)N3CCC(Cc4ccccc4)CC3)O[C@H]2CO)cc1,0.0,2,-5,0.4,-8,-17,-36,-1
COc1ccccc1CNC(=O)C1CCN(S(=O)(=O)c2ccc3c(c2)CC(C)N3C(C)=O)CC1 (stereo not drawn),0.0,-1,15,0.2,1,6,7,/
CC1(c2ccc3ccccc3c2)CCC(=O)O1 (stereo not drawn),8.7*,4,28,0.1,-2,22*,-35,-2
O=C(Nc1cccc2c1CCCC2)c1cc(C2CCCCN2S(=O)(=O)c2cccs2)on1 (stereo not drawn),-0.1,4,7,0.3,/,5,26,2
C[C@@H]1CN([C@@H](C)CO)C(=O)c2cc(NS(=O)(=O)c3cn(C)cn3)ccc2O[C@@H]1CN(C)Cc1ccc(C(F)(F)F)cc1,3.0,-3,3,0.2,-3,3,-8,5
O=C(O)C[C@@H]1C[C@H]2c3cc(NC(=O)Nc4ccc(C(F)(F)F)cc4)ccc3O[C@H]2[C@@H](CO)O1,-2.9,-2,8,0.3,3,7,-2,-7
CC1(C)CC(=O)CC2(C1)NCC(c1ccccc1Cl)c1c2[nH]c2ccccc12 (stereo not drawn),-1.4,1,6,0.1,-2,1,23,2
CCC[N+]1(CC#CCC(c2ccccc2)c2ccccc2)CCCCC1,/,-1,-40,0.2,2,3,?,28
Cc1cccc(C)c1-n1nnnc1C(c1ccnc2ccccc12)N1CCN(C/C=C/c2ccccc2)CC1 (stereo not drawn),-7.0,5,-16,0.0,/,-8,-2,12
CC1=C(C(=O)OCc2ccc3c(c2)OCO3)C(c2cccc([N+](=O)[O-])c2)NC(=O)N1 (stereo not drawn),-3.7,3,-12,0.2,-6,/,-16,2

# Ordered by value in DENV2 CPE rescue (low to high): 3 from the list above.
SMILES | F508del corr | ERp5 block | INS-1E GSIS act | ARNT-TACC3 inh | DENV2 CPE rescue
Cc1ccc(S(=O)(=O)N[C@H]2C=C[C@@H](CC(=O)N3CCC(Cc4ccccc4)CC3)O[C@H]2CO)cc1 | 0.0 | 2 | -5 | -8 | -17
CC1(C)CC(=O)CC2(C1)NCC(c1ccccc1Cl)c1c2[nH]c2ccccc12 (stereo not drawn) | -1.4 | 1 | 6 | -2 | 1
CCC[N+]1(CC#CCC(c2ccccc2)c2ccccc2)CCCCC1 | / | -1 | -40 | 2 | 3

# Further structures:
SMILES,F508del corr,ERp5 block,INS-1E GSIS act,XiGFP reactiv,ARNT-TACC3 inh,DENV2 CPE rescue,PAX8 inh HTS,EWS-Fli block
COc1cc(CN2CCC(n3nccc3NC(=O)CCCc3ccccc3)CC2)ccc1O,-0.8,-2,8,0.3,4,-1,-7,/
O=C(Cc1ccccc1)N[C@H]1C=C[C@H](CC(=O)N2CCCCC2)O[C@@H]1CO,-1.1,0,-11,-0.2,/,-5,-3,6
COc1ccccc1NC(=O)N[C@@H]1C=C[C@H](CC(=O)N[C@H](C)c2ccccc2)O[C@H]1CO,1.1,0,8,-0.1,2,-3,-14,2
CC1(C)Cc2c(sc3nc4n(-c5ccccc5)cnn4c(=O)c23)CO1,-0.5,-5,4,0.0,6,12,12,13
C[C@H]1CN([C@@H](C)CO)C(=O)c2cc(NC(=O)CCC(F)(F)F)ccc2O[C@H]1CN(C)S(=O)(=O)c1ccccc1,1.5,-5,-11,-1.0,-10,9,18,1
Cc1cc2c(cc1S(=O)(=O)N1CCN(c3ccccc3F)CC1)OCC(=O)N2,-1.0,6,1,-0.1,15*,3,-3,3
COc1ccc(NC(=O)c2c(C)nn(Cc3ccccc3)c2Cl)cc1S(=O)(=O)N1CCOCC1,-0.9,-8,-11,0.2,1,2,36,6
C[C@@H]1CN([C@@H](C)CO)C(=O)Cc2cc(NC(=O)C3CC3)ccc2O[C@@H]1CN(C)C(=O)NC1CCCCC1,-1.5,2,8,-0.1,-8,-4,/,-2
Cc1ccc([C@H]2C[C@@H](O)[C@H](n3cc(-c4ccc(F)cc4)nn3)CN2Cc2cccs2)cc1,-2.3,-1,-13,-0.1,/,0,17,-1
CCC(=O)N1[C@H](CO)[C@@H](c2ccc(-c3cccnc3)cc2)[C@@H]1CN(C)C(C)=O,1.6,/,-2,0.1,-3,-16,3,-6
CCOC(=O)CC1C(=O)NCCN1S(=O)(=O)c1ccccc1 (stereo not drawn),/,2,-1,0.3,/,12,18,6
Cc1nn2c(C)c(C(=O)Nc3ccccc3)cnc2c1C#N,-0.5,-4,4,/,-3,8,/,5
O=C(COC(=O)c1cccc(-n2cnnn2)c1)c1ccc(F)c(F)c1,1.3,-2,-17,0.0,/,-1,-133,-71
COc1ccc(/C=N/NC(=O)c2cccc(NC(C)=O)c2)c(C(=O)O)c1OC,-1.4,1,4,0.2,-1,/,-3,-6
C[C@@H]1CN([C@H](C)CO)C(=O)c2c(c3ccccc3n2C)-c2ccccc2CO[C@H]1CN(C)S(C)(=O)=O,-1.7,-12,15,0.1,-7,-7,/,-6
CCNC(=O)C[C@@H]1CC[C@@H]2[C@@H](COc3ccc(NC(=O)c4cccc(OC)c4)cc3C(=O)N2C)O1,0.3,-5,4,0.0,-8,4,-2,0
N#Cc1cccc(NC(=O)CC2CCCC2)c1,-0.1,2,-6,0.0,/,-1,-14,-14
COc1ccccc1-c1cnc2c(c1)C(=O)N([C@@H](C)CO)C[C@H](C)[C@@H](CN(C)C(=O)c1cccnc1)O2,-1.5,-3,3,-0.6,-22,3,-34,-6
O=C(Nc1cccc(-c2ccc(N3CCOCC3)nn2)c1)c1ccccc1Cl,-0.7,-7,23,0.4,7,8,-203,-69
CC(CC(=O)Nc1ccc(-c2ccno2)cc1)n1cccn1 (stereo not drawn),2.4,5,5,0.0,-2,-4,-15,-2
Nc1nc(CCOc2ccc(F)cc2)cs1,-0.6,1,-12,0.0,0,-7,-79,-24
C[n+]1nc(Nc2ccccc2)sc1-c1ccc(O)cc1,1.2,4,0,0.0,-1,?,2,6
OC1CCN(Cc2cccc3ccccc23)CC1,1.1,2,6,-0.1,-6,2,15,-10
Cc1ccc2c(c1)-n1c(nc3ccc(C)cc3c1=O)C(Cc1ccc(O)cc1)NC2=O (stereo not drawn),2.9,1,/,0.4,/,33*,-17,-9
CC[C@@H]1C=C(C(=O)O)[C@H](c2ccc(Cl)cc2)N1S(=O)(=O)c1ccc(C)cc1,-2.9,3,4,0.0,-1,-2,-224,-4
COc1cc(-c2ccc(=O)[nH]n2)ccc1OC(F)F,0.6,-2,/,-0.1,27,-2,-16,-2
COC(=O)C1=C(C)N(Cc2cccc(C(F)(F)F)c2)C(=NCC2CC2)NC1c1ccccc1C(F)(F)F (stereo not drawn),1.6,-5,-31,0.0,/,-8,10,40
N#C/C(=C\c1cccnc1)c1nc2ccccc2[nH]1,7.3,2,-2,-0.1,/,-4,-2,30
OC1(C#Cc2c(-c3ccsc3)sc3ccccc23)CCCCC1,0.2,3,88*,0.0,/,9,-11,-6
CCNC(=O)C1(C)CCCN(C(=O)c2ccc3ccccc3n2)C1 (stereo not drawn),1.0,-3,0,0.0,/,-10,4,-4
CCOCCCNC(=O)C(Cc1ccccc1)NS(=O)(=O)c1ccc2c(c1)c(=O)n(C)c(=O)n2C (stereo not drawn),1.7,-5,10,0.3,9,/,-6,-8
CCNC(=O)NC(=O)CSc1ccc(S(=O)(=O)N2CCOCC2)cn1,1.3,-3,7,0.1,-9,-6,12,4
O=C(CCCN1C(=O)c2cccc3cccc(c23)C1=O)Nc1nccs1,-1.1,2,18,-0.2,2,9,-16,-1
Cc1cc(CO)nn1-c1ccc([N+](=O)[O-])cc1,0.7,-7,5,0.0,-10,-11,8,0
COc1cccc(NC(=O)C2(C)CCN2Cc2ccccc2Cl)c1 (stereo not drawn),0.1,2,/,0.0,/,-7,-8,0
COc1ccccc1CN1[C@H](CO)[C@@H](c2ccccc2)C12CN(C(=O)c1ccccn1)C2,3.1,-10,-5,0.2,/,89*,/,-5
C[C@@H]1CN([C@@H](C)CO)S(=O)(=O)c2ccc(/C=C/c3ccccc3)cc2O[C@H]1CN(C)C(=O)c1ccc2c(c1)OCO2,5.1,-2,/,/,1,-1,/,6
CC1=C(C(=O)Nc2cc(C)ccn2)C(c2cnn(C)c2)C2=C(CC(c3ccccc3)CC2=O)N1 (stereo not drawn),-0.6,-5,6,0.1,-9,2,0,-8
CN1C(=O)c2cc(NC(=O)c3cscn3)ccc2OC[C@H]2O[C@H](CC(=O)NCc3ccc(Cl)c(Cl)c3)CC[C@@H]21,-0.4,0,-14,0.2,4,0,-3,-2
Cc1ccc(/C=C/C(=O)Nc2ccc(O)c3c(=O)cc(-c4ccccc4Cl)oc23)cc1,-0.6,4,/,0.0,-8,-8,-28,2
CC(C)NC(=O)N(C)C[C@@H]1Oc2ncc(C#Cc3ccc(F)cc3)cc2C(=O)N([C@H](C)CO)C[C@H]1C,-0.4,0,-5,-0.7,-4,-9,/,-11
CCOC(=O)Cc1csc(NC(=S)NC(=O)c2cc(OC)cc(OC)c2)n1,0.0,-3,2,0.0,1,4,9,5
C[C@@H]1CCCCO[C@@H](CN(C)Cc2ccncc2)[C@H](C)CN([C@@H](C)CO)C(=O)c2cc(NS(=O)(=O)c3ccc(Cl)cc3)ccc2O1,-0.9,-1,-23,0.2,-3,60*,-8,-5
COc1cc(C(c2oc(CO)cc(=O)c2O)c2oc(CO)cc(=O)c2O)cc(OC)c1OC,0.5,-2,10,0.1,4,1,9,-3
CCN1CCC(NC(=O)Nc2ccc(F)cc2F)CC1,-1.2,4,4,0.0,-17,0,8,8
CCOc1ccc(NC(=S)N(CCc2c(C)[nH]c3ccccc23)Cc2ccco2)cc1,-0.1,2,-12,0.0,-24,-12,10,0
C[C@@H]1CN([C@H](C)CO)C(=O)Cc2cc(NS(=O)(=O)c3cccs3)ccc2O[C@H]1CN(C)CC1CC1,-0.1,0,27,0.2,-1,-3,/,5
COc1cccc(S(=O)(=O)N[C@H]2C=C[C@@H](CC(=O)NCc3ccc(Cl)cc3)O[C@H]2CO)c1,3.7,-5,-3,0.1,1,?,8,4
O=C(CCN1CCCCC1)NCC[C@H]1CC[C@H](NC(=O)C2CC2)[C@H](CO)O1,-2.4,3,24,-0.4,10,7,2,1
Cc1cc(N2CCOCC2)nc(N)n1,-1.5,3,4,0.1,21,8,-11,-10
C[C@H]1CN([C@@H](C)CO)S(=O)(=O)c2ccc(C#CCN(C)C)cc2O[C@@H]1CN(C)C(=O)CN(C)C,0.6,0,10,-0.5,1,4,1,0
O=C(O)Cc1ccc(NCc2ccccc2Cl)cc1,-2.2,-3,-1,0.0,8,-4,-2,-4
O=C(/C=C/c1ccc([N+](=O)[O-])cc1)OCC(=O)N1CCCCCC1,3.6,-21,/,-0.2,6,10,13,-8
